# Screening results (PubChem)
# PI4K2A inh: PI4K2A (human) kinase inhibition | activity change, negative = inhibition, % at 76.9 µM | AID 1346378 | Q9BTU6 | purified PI4K2A, ADP-Glo luminescence, 1 h; stronger effect = lower value | 0.13% of 420,000 active; in the data active = activity change below about -50%; inconclusive = mostly about -30% to -49%;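 also: -100% = wells without enzyme as full effect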
#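 Compounds are screened against recombinant PI4K2A using PI as substrate and ATP, the latter dispensed at 300 microM. Reactions run one hour at ambient temperature before ADP-Glo detection; full inhibition defined by wells lacking enzyme.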
# JMJD2A Tudor: blocks the human JMJD2A Tudor domain; AlphaScreen JMJD2A-Tudor / H3K4me3 peptide binding; Potency, µM (titrated, usually from 114 µM), for inactives: top-dose activity change, negative = inhibition, actives largely listed as inhibitors; 4.4% of 390,000 active; AID 504339; also: potency is read from the fitted curve at half-maximal effect; % is scaled to controls: 0 for no effect and ±100 for the full control effect; nearly all actives have a fitted effect of over 50% in size
# G9a inh: inhibitors of human histone lysine methyltransferase G9a | Q96KQ7 | G9a H3K9 monomethylation, AlphaScreen, 2 h | Potency, µM (titrated, usually from 102 µM), inactives show top-dose activity, negative = inhibition, usual class: inhibitors | 8.8% of 350,000 active; also: potency is read from the fitted curve at half-maximal effect; % is scaled to controls: 0 for no effect and ±100 for the full control effect; nearly all actives have a fitted effect of over 75% in size
#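 Using a bead-based AlphaScreen, monomethylated H3K9 product from 2 h room-temperature reactions (G9a 20 nM, peptide 500 nM, SAM 20 uM) was detected with 0.5 ug/mL rabbit anti-H3K9me1 antibody.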
# RGS4 inh: human RGS4 inhibition; AID 504845; Potency, µM (highest dose often 114 µM), for the others: at the highest dose activity change, negative = inhibition, hits mostly inhibitors; Transcreener GDP fluorescence polarization, RGS4-accelerated GTP hydrolysis; P49798; 0.039% of 390,000 active; also: potency is read from the fitted curve at half-maximal effect; % is scaled to controls: 0 for no effect and ±100 for the full control effect; nearly all actives have a fitted effect of over 75% in size; some results filed as inactive show a strong effect at the top dose
# Target sequence (P49798 whole entry, looked up): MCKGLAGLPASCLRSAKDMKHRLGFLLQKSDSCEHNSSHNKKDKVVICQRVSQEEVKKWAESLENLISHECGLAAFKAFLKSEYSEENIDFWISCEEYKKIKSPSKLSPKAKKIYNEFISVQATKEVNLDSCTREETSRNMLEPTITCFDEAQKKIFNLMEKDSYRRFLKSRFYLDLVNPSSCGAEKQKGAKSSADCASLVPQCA
#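 MLSMR compounds (23 nl, pin-transferred) preincubated 10 min at room temperature with a 500nM (2x) first reagent, then RGS4 at 900nM (2x) plus Transcreener GDP mix added; fluorescence polarization (620/688 nm) read before and after 90 min at 30 °C.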
# ALOX12 inh: ALOX12 (human) lipoxygenase inhibition | 1.1% of 580,000 active | Potency, µM (top dose mostly 108 µM), inactives show top-dose activity change, negative = inhibition, actives largely listed as inhibitors | P18054 | purified 12hLO, xylenol orange hydroperoxide absorbance; also: potency is read from the fitted curve at half-maximal effect; % is scaled to controls: 0 for no effect and ±100 for the full control effect
#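 Hydroperoxide product was detected by ferrous iron/xylenol orange as the 573 to 405 nm absorbance ratio. Arachidonic acid at 40 uM (final) was turned over for 30 min at room temperature by 150 nM human 12hLO, pH 7.0 Hepes buffer, after 15 min compound preincubation.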
# ERG-DNA inh: ERG Ets/DNA interaction inhibition; fluorescence polarization, His-ERG Ets domain / labelled DNA; P11308; Potency, µM (highest dose often 76.9 µM), for the others: at the top dose FP activity, negative = inhibition, usual class: inhibitors; AID 624246; 0.028% of 370,000 active; active = well fitted inhibition curve with a large enough effect in the polarisation, with a control signal flat; inconclusive = small, poorly fitted or top-dose-only effect, or effect the other way, or a change in a side signal; inactive = no such curve, though single readings can be large or run the other way; the % refers to the polarisation;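 also: polarization taken with two DNA probes labelled with fluorescein and Texas red; potency is read from the fitted curve at half-maximal effect; % of control where 0% means no effect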
#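 His-tagged ERG Ets domain (1 uM in the protein solution; 300mM KCl, 50mM Tris-HCl, 1mM EDTA, 1mM DTT, pH 7.5) received compound, then a probe mix of 5 nM fluorescein-DNA and 100nM Texas-615-DNA. Fluorescence polarization was read for both dyes.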
# GLS inhibitor: glutaminase GLS (human) inhibition; 0.21% of 410,000 active; Potency, µM (highest dose often 45.5 µM), inactives show top-dose activity change, negative = inhibition, hits mostly inhibitors; GLS enzymatic activity, qHTS titration; O94925; AID 624170; also: potency is read from the fitted curve at half-maximal effect; % is scaled to controls: 0 for no effect and ±100 for the full control effect
# Target sequence (O94925 whole entry, looked up): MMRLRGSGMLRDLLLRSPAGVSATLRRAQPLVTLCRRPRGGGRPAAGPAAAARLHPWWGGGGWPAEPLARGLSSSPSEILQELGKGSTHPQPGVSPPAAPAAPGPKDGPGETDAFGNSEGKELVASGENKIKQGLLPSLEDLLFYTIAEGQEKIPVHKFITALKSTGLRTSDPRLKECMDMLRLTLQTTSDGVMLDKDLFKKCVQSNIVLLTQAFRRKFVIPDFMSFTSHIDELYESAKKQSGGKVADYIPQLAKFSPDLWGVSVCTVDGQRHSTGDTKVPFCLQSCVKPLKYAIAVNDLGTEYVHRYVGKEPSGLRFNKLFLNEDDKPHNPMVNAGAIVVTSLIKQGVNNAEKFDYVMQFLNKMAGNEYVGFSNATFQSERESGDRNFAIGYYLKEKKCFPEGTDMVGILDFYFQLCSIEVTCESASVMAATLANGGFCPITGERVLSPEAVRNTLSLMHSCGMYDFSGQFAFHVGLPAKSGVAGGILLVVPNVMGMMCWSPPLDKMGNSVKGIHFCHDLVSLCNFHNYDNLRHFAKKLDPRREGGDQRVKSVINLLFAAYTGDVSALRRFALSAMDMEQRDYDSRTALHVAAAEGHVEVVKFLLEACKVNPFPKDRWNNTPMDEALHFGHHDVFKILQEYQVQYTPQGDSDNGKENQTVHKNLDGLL
#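 Assay buffer: 45 mM KH2PO4 pH 8.2, 0.02% Tween-20. hKGA acts on L-glutamine (1 mM solution added); product glutamate is reported by an oxidase/peroxidase Amplex Red coupling, with fluorescence taken at baseline and 30 min.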
# BAZ2B block: blocks human BAZ2B. Q9UIF8. AlphaScreen BAZ2B-H3K14Ac peptide displacement. Potency, µM (top dose mostly 114 µM), for inactives: top-dose activity change, negative = inhibition, most hits filed as inhibitors. 4.4% of 360,000 active. AID 504333; also: potency is read from the fitted curve at half-maximal effect; % is scaled to controls: 0 for no effect and ±100 for the full control effect; nearly all actives have a fitted effect of over 60% in size
#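 In this displacement format the biotinylated H3(5-23) peptide acetylated at Lys14 serves as ligand at 50 nM, with BAZ2B at 50 nM in PBS pH 7.4 containing 0.01% Tween-20. Donor and acceptor beads are 10 ug/mL final.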
# HP1b chromo inh: HP1-beta chromodomain-methylated histone interaction inhibition | 0.56% of 390,000 active | AlphaScreen HP1-beta / biotin-H3K9me3 peptide binding | Potency, µM (titrated, usually from 114 µM), without a hit: top-dose activity change, negative = inhibition, actives largely listed as inhibitors; also: potency is read from the fitted curve at half-maximal effect; nearly all actives have a fitted effect of over 70% in size; inactives centre near 23
# Target sequence (P83916 whole entry, looked up): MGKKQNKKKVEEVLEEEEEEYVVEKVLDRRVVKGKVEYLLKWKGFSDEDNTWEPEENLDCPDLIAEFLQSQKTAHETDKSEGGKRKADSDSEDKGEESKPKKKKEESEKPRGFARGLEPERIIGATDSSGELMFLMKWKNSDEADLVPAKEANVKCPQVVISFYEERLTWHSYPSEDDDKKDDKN
#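 HP1-beta protein (50 nM final) preincubated 30 min at room temperature with biotinylated H3(1-18)K9me3 peptide (50 nM) in PBS pH 7.4, 0.01% Tween-20, then compound added for 30 min. AlphaScreen streptavidin donor/nickel chelate acceptor beads (10 ug/mL final), 30 min dark, luminescence read.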
# The depositor's hits bear a star; u = inconclusive; x = not tested or not shown; & = joins results of further samples; [ ] = another dose, or the depositor's remark. Unless noted, calls follow the shape of the dose curve; as a rule, active = well fitted curve in the direction sought with a large enough effect; inconclusive = small, poorly fitted or top-dose-only effect, or another doubt; inactive = no such curve, though single readings can be large; an effect the other way counts as inactive or inconclusive. This is a subset; rates above refer to the full screens.
# The first 2 entries (preview)
SMILES,PI4K2A inh,JMJD2A Tudor,G9a inh,RGS4 inh,ALOX12 inh,ERG-DNA inh,GLS inhibitor,BAZ2B block,HP1b chromo inh
COC(=O)c1ccc(C2CC(=O)Nc3cc(OC)c(OC)c(OC)c32)cc1 (stereo unspecified),5,-11%,12%[59 µM],1%,8%,2%,7%,6%,9%
CCCNC(=O)c1noc2c1CCc1cc(OC)ccc1-2,4,-18%[11.4 µM],7%,15%[11.4 µM],-12%,-4%,38%[activator],2%,20%

# The list itself, from the first entry:
SMILES,PI4K2A inh,JMJD2A Tudor,G9a inh,RGS4 inh,ALOX12 inh,ERG-DNA inh,GLS inhibitor,BAZ2B block,HP1b chromo inh
COC(=O)c1ccc(C2CC(=O)Nc3cc(OC)c(OC)c(OC)c32)cc1 (stereo unspecified),5,-11%,12%[59 µM],1%,8%,2%,7%,6%,9%
CCCNC(=O)c1noc2c1CCc1cc(OC)ccc1-2,4,-18%[11.4 µM],7%,15%[11.4 µM],-12%,-4%,38%[activator],2%,20%
CCCc1c(O)c2ccccc2n(-c2ccccc2)c1=O,5,-5%,0%,-7%,-5%,-8%,10%,-4%,25%
Cc1nc(C(=O)NC2CC2)sc1C1(C)CC(c2ccccc2)=NO1 (stereo unspecified),0,-7%,-10%[59 µM],-12%,1%,-9%,-4%,-2%,36%
O=C(N/N=C/c1cccc(O)c1)c1ccccc1O,-5,-7%[11.4 µM],21%,-1%[11.4 µM],43%[activator],15%,29%,-17%,56%[activator]
COC(=O)c1ccc(OC(=O)c2ccco2)cc1,1,-5%,4%,2%,0%,-4%,-1%,-4%,37%[activator]
COc1ccc(CCNC(=O)Cn2nnc(-c3ccccc3F)n2)cc1OC,1,-4%,9%,0%,-2%,x,4%,0%,19%
CCOC(=O)c1c(C(F)(F)C(F)(F)C(F)(F)C(F)(F)F)n[nH]c1C,-1,-1%,u,16%,-10%,13%,-9%,-1%,83%[activator]
O=C(COC(=O)Cc1c[nH]c2ccccc12)Nc1ccccc1,10,-17%,13%[59 µM],-13%,-12%,-12%,9%,-29%,1%
O=C(/C=C/N1CCOCC1)c1cc2ccccc2o1,-9,-18%,10µM*,-2%,6%,11%,-5%,2%,28%
Cc1cc(C)n(-c2nc3ccccc3n3cnnc23)n1,4,-7%,2%[59 µM],16%,u,2%,-1%,9%,14%
O=C(c1cc2cc(Br)ccc2oc1=O)N1CCN(c2ccccn2)CC1,7,-11%,11%,18%,20%,1%,-1%,4%,6%
CCn1c(SCC(=O)Nc2ccc3c(c2)OCCO3)nnc1-c1ccco1,1,-17%,-40%[12.7 µM],3%,8%,x,-2%,3%,-1%
CCOc1c2ccc(C(=O)NCCCCc3ccccc3)cc2nn1C,2,-26%,20%[12.7 µM],-2%,-6%,-10%,0%,-33%,16%
Cc1nc(SCC(=O)Nc2ccc(Cl)cc2C(F)(F)F)[nH]c(=O)c1Cc1ccccc1,-3,-8%,6%[59 µM],u,0%,0%,-6%,0%,0%
Cc1ccccc1CCNC(=O)C1CCN(S(=O)(=O)c2ccc3c(ccn3C)c2)CC1,1,-1%,0%[59 µM],-8%,-14%,2%,2%,0%,26%[57 µM]
Cc1c(/C=N\NC(=O)C2COc3ccc(C(C)(C)C)cc3O2)c2ccccc2n1C (stereo unspecified),2,u,-18%,-9%,-1%,-5%,10%,-36%,-13%
O=C(c1cccc(Cl)c1)N1CCC(c2nc3ccccc3o2)CC1,2,4%,0%[59 µM],-12%,u,0%,-6%,-3%,37%
CCc1cccc(NC(=O)Cn2c(=O)n(Cc3ccccc3)c(=O)c3c(C)c(C(=O)N(C)C)sc32)c1,-5,-23%,5%[59 µM],12%,u,5%,2%,-16%,4%
CNC(=S)NNC(=O)c1cccn(Cc2cccc(Cl)c2)c1=O,3,-34%,u,-22%,-9%,0%,-8%,-2%,19%
Cc1ccc(CCNC(=O)CN(c2cc(C)cc(C)c2)S(=O)(=O)c2c(C)noc2C)cc1,-2&2,7%&-7%,-26%[59 µM],9%&22%,-2%&-11%,u,-4%&-12%,4%,34%&17%[activator]
Cc1c(C)c2ccc(OCC(=O)NCCc3c[nH]c4ccccc34)c(C)c2oc1=O,-1,-21%,10%[12.7 µM],2%,3%,10%,2%,-24%,27%
Cc1cc2nc(N3CCN(C(=O)c4ccco4)CC3)sc2cc1C,-2,1%,u,-27%,-28%,4%,-13%,5%,22%
COc1ccc(N2Cc3ccccc3C2=NC(=O)c2cccc([N+](=O)[O-])c2)cc1,-4,-22%,20µM*,2%,-17%,-2%,2%,u,4%
Cn1cnnc1SCCOc1ccc(Cl)cc1,-3,-20%,-1%,4%,1%,4%,-2%,3%,11%
Cc1ccc(-n2cnc3ncnc(-c4ccccc4)c32)cc1,-2,-1%,37%[activator][12.7 µM],10%,-1%,-8%,3%,-25%,31%
O=[N+]([O-])c1ccc(C(=S)N2CCCC2)cc1,-9,-8%,-113%[59 µM],-32%,7%,15%,1%,u,16%
O=C(CNC(=O)c1ccco1)OCc1ccccc1F,2,-1%,x,19%,-10%,-6%,-23%,x,6%
CCOC(=O)c1ccc(N2C(=O)c3[nH]nc(-c4ccc(OCC)cc4)c3C2c2ccc(OC)cc2OC)cc1 (stereo unspecified),-5,u,-45%[59 µM],-1%,-23%,17%,5%,x,12%
O=C(Nc1cccc(S(=O)(=O)NC2=NCCC2)c1)c1cnc(Cl)c(Cl)c1,10,1%,u,6%,352%[activator],-3%,-5%,12%,28%
O=C(Cc1ccccc1)NNC1=NS(=O)(=O)c2ccccc21,-3,-5%,x,-38%,-1%,23%,26%,1%,46%[activator]
O=C(Nc1ccc(F)cc1)N1CCC(c2nc3c(nnn3Cc3cccc(Cl)c3)c(=O)[nH]2)CC1,0,-36%,-33%[59 µM],3%,-7%,-7%,7%,-1%,13%
O=C(O)c1ccc(S(=O)(=O)N(CCc2ccccc2)Cc2ccc(Cl)cc2)cc1,-2,-14%,u,-14%,8%,-14%,2%,u,33%
O=C(COC(=O)C(Cc1ccccc1)NC(=O)c1cccs1)NCc1ccccc1 (stereo unspecified),-3,2%,-5%[12.7 µM],-19%,4%,12%,-12%,-2%,34%
Cc1ccc(N=Cc2ccc(N(C)C)cc2)cc1,-7,-14%,-35%,-12%,-21%,-1%,20%,-6%,6%
CC(C)C[C@H](NC(=O)c1nc[nH]c1C(=O)N1CCN(C(=O)OC(C)(C)C)CC1)C(=O)OCc1ccccc1,-2,-22%,-1%[12.7 µM],9%,30%,-1%,-2%,-28%,49%[activator]
COc1ccc2ccccc2c1C(O)c1nccn1C (stereo unspecified),-8,-24%,4%[59 µM],-25%,-6%,u,-2%,x,14%
COc1ccc(C(=O)CCC(=O)Nc2cc(Cl)c(O)c(Cl)c2)cc1,-2,-32%,-32%[2.33 µM],-19%[56.9 µM],0%,-9%,-13%,-14%,32%
Cc1c(NC(=O)CSc2ccccc2F)c(=O)n(-c2ccccc2)n1C,1,-4%,34%,-3%,1%,-1%,0%,3%,-8%
O=C(Nc1ccc(CN2CCOCC2)cc1)c1ccc(Br)o1,0,-5%,-5%[2.33 µM],3%,-9%,-4%,-1%,10%,24%
O=C(Nc1nnc(S(=O)(=O)N2CCCC2)s1)c1ccccc1F,3&-2,u,u,-3%&8%,7%&0%,-3%&1%,2%&4%,-9%,36%&-10%
COc1ccccc1N1CCN(C(=O)/C=C/c2ccc(C)cc2)CC1,-1,-23%,u,5%,-6%,-9%,2%,-11%,22%
Cc1ccc(C)c(S(=O)(=O)Nc2ccccc2C(=O)Nc2ccccc2N2CCOCC2)c1,8,u,-31%[59 µM],-31%,-22%,3%,11%,-9%,10%
CC(C)(C)NC(=O)NC(=O)CN1CCN(C(c2ccccc2)c2ccccc2)CC1,-10,-28%,-23%,-3%,u,-1%,1%,-27%,18%
O=C(CSc1nnc2scc(-c3ccc(F)cc3)n12)NCc1ccco1,1,-18%,u,2%,3%,0%,-1%,0%,18%
O=C(CCN1C(=O)c2ccc([N+](=O)[O-])cc2C1=O)Nc1ccc(O)cc1C(=O)O,1,-18%,50µM*,1%,-10%,9%,-21%,7%,1%
CC1C(=O)N2CCCc3cc(NC(=O)C4CCCCC4)cc1c32 (stereo unspecified),-4,0%,-33%,-1%,-12%,-1%,0%,3%,30%
Cc1ccc(C(=O)O/N=C2\CCCc3ccccc32)cc1,-28,25%,71%[activator][59 µM],5%,11%,-3%,x,60%[activator],66%[activator]
O=C(CSc1nnc(CNC(=O)c2ccccc2)o1)Nc1nccs1,-6,u,35%,-24%,11%,7%,8%,79µM*,49%[activator]
CC(C)CC(=O)NCCc1ccncc1,-5,-12%,13%[59 µM],-25%,-6%,0%,0%,7%,13%
O=C(/C=C/c1ccccc1)N/C(=C/c1ccccc1)C(=O)NCCCO,4,-14%,0%[59 µM],13%,-10%,x,8%,1%,14%
COC(=O)CCc1c(C)[nH]c(C(=O)OCc2ccccc2)c1C,-3,u,u,4%,53%[activator],-3%,10%,50µM*,-38%
CC(C)C[C@H]1CN=C(Nc2ccccc2)N1CCCC1CCCCC1,2,-21%,x,-19%,-21%,-2%,-2%,1%,39%
Cc1cc(Oc2cccc3c2S(=O)(=O)N(C2CCCC2)CC(COCc2ccccc2)O3)cc(C)c1C (stereo unspecified),-1,-15%,x,8%,-18%,-1%,2%,x,29%
